High-throughput results deposited in PubChem by several laboratories.
TNF death inh: inhibitors of TNF-alpha induced necroptosis in Jurkat FADD-/- cells | Jurkat FADD-/- TNF necroptosis rescue, ATP luminescence, 24 h; 0 = TNF only, 100 = no-TNF cells | AID 463075 | activation (protection from cell death), % at 10 µM | 220,000 tested, 0.068% active;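 active = activation, meaning protection from cell death, of at least 50% relative to plate controls; inactive = activation below 50%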;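 note: necroptosis triggered by 40 ng/mL TNF-alpha added together with compound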
EBV gp42 inh: blocks Epstein-Barr virus glycoprotein 42 binding. Q1HVG2. Fluorescence polarization binding assay, mP read-out. inhibition, % (tested at 21.74 µM). 220,000 tested, 0.42% active. AID 1085; in the data active = inhibition above about 50%
Target sequence (Q1HVG2 whole entry, looked up): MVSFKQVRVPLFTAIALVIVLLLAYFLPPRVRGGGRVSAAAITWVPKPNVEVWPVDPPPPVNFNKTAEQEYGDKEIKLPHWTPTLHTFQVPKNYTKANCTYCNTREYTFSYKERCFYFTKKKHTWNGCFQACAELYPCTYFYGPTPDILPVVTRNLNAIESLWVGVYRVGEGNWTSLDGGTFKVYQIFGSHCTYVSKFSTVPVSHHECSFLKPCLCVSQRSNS
Cl transport mod: KCC2 (human) Cl- transport modulation. KCC2 cells, thallium flux FluoZin-2 fluorescence. 190,000 tested, 2.2% active. B-score of Tl+ flux slope (higher = more flux/activation; lower = inhibition) at 10 µM. Q9H2X9;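 active = thallium flux slope and its plate-corrected score both differing from the plate sample mean at a set confidence after two filtering rounds, in either direction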;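 note: slope of fluorescence scaled to starting intensity during 10 to 20 s after thallium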
eIF4E-4G inh: blocks eIF4E binding to eIF4G. P63073+Q04637. TR-FRET eIF4E-eIF4GI(517-606) binding, 2 h. inhibition, % at 21.7 µM. 220,000 tested, 0.37% active. AID 782;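 active = inhibition above about 30%, limit read from the data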;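 note: 0% = full FRET control wells and 100% = background wells lacking eIF4GI fragment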
MDM2 E3 inh: Mdm2 E3 ligase (human) inhibition; 210,000 tested, 0.11% active; cell-based MDM2 ubiquitination luciferase reporter, 2 h; 0 = plate control, 100 = twice control, blank-subtracted; Q00987; signal enhancement, % at 5 µM; AID 1230;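 active = signal enhancement of 30% or more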;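 note: luminescence tracks abundance of the self-degrading MDM2-luciferase fusion protein; higher signal means inhibition of MDM2 E3 ligase activity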
Target sequence (Q00987 whole entry, looked up, the tested form may be a part): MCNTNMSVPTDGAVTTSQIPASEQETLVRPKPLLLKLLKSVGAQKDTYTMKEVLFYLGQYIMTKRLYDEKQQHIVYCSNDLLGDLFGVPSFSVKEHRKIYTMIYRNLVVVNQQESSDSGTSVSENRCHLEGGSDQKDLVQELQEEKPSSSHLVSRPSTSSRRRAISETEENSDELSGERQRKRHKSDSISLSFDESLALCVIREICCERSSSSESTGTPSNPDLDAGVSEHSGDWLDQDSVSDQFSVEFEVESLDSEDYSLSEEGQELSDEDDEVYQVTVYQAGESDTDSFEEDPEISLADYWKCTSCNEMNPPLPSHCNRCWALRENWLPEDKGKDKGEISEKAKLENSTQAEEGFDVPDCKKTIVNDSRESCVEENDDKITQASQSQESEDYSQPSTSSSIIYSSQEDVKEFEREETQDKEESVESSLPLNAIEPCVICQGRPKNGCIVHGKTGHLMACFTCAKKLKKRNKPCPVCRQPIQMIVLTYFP
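system = mammalian cells stably expressing self-ubiquitinating, self-degrading MDM2 E3–luciferase fusion | quantity = 2000 cells per well seeded | incubation = 4 h cell settling then 2 h compound exposure, 37 °C | signal = SteadyLite luminescence, 15 min reagent step | benchmarks = plate control and blank wells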
PERK inh: blocks human PERK kinase | inhibition, % at 5.6 µM | Q9NZJ5 | AID 1416 | CHO PERK-DD fusion, SEAP luminescence translation reporter | 220,000 tested, 0.17% active;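 active = inhibition above the mean inhibition of all tested compounds plus 3 SD, set separately per screening campaign, cut at about 2.9% in these data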;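 note: PERK kinase domain activated by AP20187 dimerizer at 100 nM; 0% = DMSO with dimerizer and 100% = rapamycin at 8.4 µM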
Rad51 HR inh: Rad51 (human) homologous recombination inhibition. 200,000 tested, 0.085% active. inhibition, % at 10 µM. Q06609. hRad51 DNA strand exchange, fluorescence dequenching;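 active = inhibition above 40% at the single screening dose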;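 note: 0% = DMSO control wells and 100% = blanks with heterologous ssDNA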
Target sequence (Q06609 whole entry, looked up): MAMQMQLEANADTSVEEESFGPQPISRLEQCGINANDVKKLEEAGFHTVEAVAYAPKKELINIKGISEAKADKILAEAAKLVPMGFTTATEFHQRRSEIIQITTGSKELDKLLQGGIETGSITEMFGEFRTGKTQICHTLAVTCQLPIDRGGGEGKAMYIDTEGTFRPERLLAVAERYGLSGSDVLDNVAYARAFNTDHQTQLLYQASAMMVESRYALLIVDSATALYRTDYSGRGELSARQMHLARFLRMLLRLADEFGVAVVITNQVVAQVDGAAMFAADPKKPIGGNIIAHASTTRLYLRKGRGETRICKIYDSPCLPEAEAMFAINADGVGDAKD
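Read-out basis: percent inhibition relative to plate controls and blanks / Assay system: human Rad51 nucleoprotein filaments preassembled on unlabelled ssDNA / Timing: filaments 15 min 37 °C, then compound 30 min / Control set: per-plate controls and blanks / Technique: fluorescence dequenching at 485/520 nm / Compound: 10 µM final, single point / Also added: Fluorescein- and BHQ1-tagged 47-mer duplex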
m-calpain inh: inhibitors of pig calpain II; inhibition, % at 16 µM; purified calpain II, fluorogenic peptide substrate, 30 min; AID 1236; 220,000 tested, 0.37% active;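 active = inhibition above about 50%, limit read from the data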
zVAD death inh: blocks zVAD induced death of L929 cells; L929 zVAD necroptosis rescue, ATP luminescence, 24 h; with zVAD 60 µM; viability rescue, % at 10 µM; 220,000 tested, 0.38% active; AID 1377;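 active = activation, scaled between plate controls, above about 75%, limit read from the data; inactive = activation under that limit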;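 note: 0% = zVAD with DMSO and 100% = DMSO alone without zVAD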
An asterisk follows results filed as active; . = no result given; [ ] = dose if it differs, or a comment.

SMILES	TNF death inh	EBV gp42 inh	Cl transport mod	eIF4E-4G inh	MDM2 E3 inh	PERK inh	Rad51 HR inh	m-calpain inh	zVAD death inh
CN(C(=S)Oc1ccc(C(=O)Nc2ccccc2)cc1)c1ccccc1	4.1	5	-0.3	19	-5	-0.3	13	10	1.4
COC(=O)Nc1ccc(S(=O)(=O)Nc2ccccc2F)cc1	0.9	-14	.	0	-6	0.7	-3	-9	1.9
COC(=O)c1cc(-c2ccc(S(=O)(=O)N3CCCC(C)C3)cc2)c(C(F)(F)F)s1 (stereo unspecified)	9.3	-20	0.67	1	-8	-0.5	-4	0	0.6
Cc1ccccc1NC(=O)CN1CCC(NC(=O)Nc2ccccc2)CC1	-1.2	-2	0.33	-4	-8	-1.2	-2	-18	0.3
COc1ccccc1N=Cc1nc(-c2ccccc2)oc1OC(C)=O	-1.4	-1	-1.1	9[fluorescence artefact?]	-17	1.2	3	17	0.0
O=C(COc1ccc2ccccc2c1)N1CCN(c2ccccc2O)CC1	-2.6	-13	-0.39	-3[fluorescence artefact?]	-12	-1.0	4	-15	0.3
Cc1ccc(S(=O)(=O)N2c3ccccc3OCC2C(C)(C)C)cc1 (stereo unspecified)	-8.0	4	.	4	-12	0.1	-4	19	0.1
COc1cc(/C=C2\SC(=S)N(Nc3ccccc3)C2=O)cc(OC)c1OC	-6.2	-34	0.6	1	-4	0.5	1	31	0.0
COCCOC(=O)C1=C(C)OC(N)=C(C#N)C1c1ccco1 (stereo unspecified)	-1.1	-11	0.31	6	-23	-0.2	-8	-1	0.0
Cc1cc(C)n(-c2nc3nonc3nc2Nc2cccc(C)c2C)n1	-2.5	-71	0.81	3	5	2.4	.	-40	0.2
O=c1c2ccccc2nnn1CSc1nnc(-c2ccco2)o1	4.0	-6	0.6	-5	-3	0.1	-5	-22	0.7
CCCCCCCCC(=O)N/N=C/c1ccccn1	-3.3	-11	.	5	12	1.2	-4	-4	2.1
CCOC(=O)C1(CCCc2ccccc2)CCN(C(=O)Cn2nc(C)nc2C)CC1	-0.6	0	-1.9	0	-12	-0.9	.	-6	0.0
Cc1nc(NC(=O)/C=C/c2ccccc2)sc1C(=O)NCCO	4.5	-11	-0.93	0	-12	1.1	0	-18	33
Cc1ccc(C(=O)NC(O)C(Cl)Cl)cc1 (stereo unspecified)	-0.8	-5	4.2e-05	-2	-4	0.1	.	-2	.
CCN(CCO)Cc1cc(=O)oc2c(C)c(C)ccc12	-5.8	-1	-0.94	-4	-4	0.5	4	-15	0.3
CCC(C)NS(=O)(=O)c1ccc(OC)c(Cl)c1Cl (stereo unspecified)	0.6	-16	-0.2	4	-9	-0.1	-3	5	0.1
CCOC(=O)C1(Cc2ccccc2)CCN(CC2CC=CCC2)CC1 (stereo unspecified)	0.9	-10	0.01	3	13	0.6	5	-2	-1.3
Cc1ccc2c(CC(=O)NCc3cccs3)coc2c1	5.1	-5	0.21	-3	-29	1.3	4	12	0.5
O=C(CNC(=O)c1ccccc1Cl)N/N=C/C=C/c1ccccc1	2.5	-11	-1.9	4[fluorescence artefact?]	-17	1.4	18	-1	-0.3
COc1cc(NC(=O)c2ccccc2[N+](=O)[O-])ccc1NC(=O)C(C)C	1.7	-6	0.5	4	-14	0.5	-4	5	0.1
CC(C)Oc1ccc(C(CC(=O)O)n2cnnn2)cc1 (stereo unspecified)	2.5	-9	0.055	-2	1	0.2	20	-15	0.0
COc1cc(NC(=O)CSc2c3c(nc4ccccc24)CCC3)cc(OC)c1OC	-1.4	-15	0.076	1	-18	-0.2	-4	8	2.0
CC(C)(C)C(=O)Nc1ccc(-c2cnco2)cc1	2.1	-7	0.95	0	-11	2.0	8	27	2.4
NC(=O)C1(N2CCCCC2)CCN(c2nc(-c3ccccc3)cs2)CC1	-1.5	-3	-1.6	-4	9	-1.5	-6	-4	1.1
O=C(c1ccc(CS(=O)(=O)c2ccc(Br)cc2)o1)N1CCCC1	0.2	-1	.	-1[fluorescence artefact?]	-16	0.0	3	-7	-1.1
COc1ccc(CN2CCN(C(=O)C3CCC(CNS(=O)(=O)c4ccc(C)cc4)CC3)CC2)c(OC)c1OC (stereo unspecified)	2.9	-27	-0.013	3	-19	-1.4	-1	6	0.3
CC(C)(C)NC(=O)NCc1ccco1	0.9	-8	0.4	1	-6	1.1	6	21	-0.4
O=C(c1ccccc1)[C@H]1[C@H](c2ccccc2)[C@@]2(N=C(c3ccccc3)OC2=O)C2c3ccccc3C=NN21 (stereo partly specified)	-1.3	-49	0.0096	-6	-13	-0.3	-2	-214	0.3
Cc1cccc(C)c1NS(=O)(=O)c1ccc(NC(=O)c2ccc(Cl)c([N+](=O)[O-])c2)cc1	-0.6	-3	-0.21	2	.	0.3	12	23	1.2
Cc1cccc2cc(C#N)c(NCCNC(=O)COc3ccccc3)nc12	0.7	1	-0.88	-3	1	0.6	7	-62	21
COc1cccc(C(C(=O)NC2CCCCC2)N(C(=O)Cc2cccs2)c2ccc(-n3cnnn3)c(OC)c2)c1 (stereo unspecified)	-4.4	-9	0.45	-10	14	0.7	-9	-23	-0.1
O=C(c1ccc(-c2ccccc2)cc1)N1CCN(c2ncccn2)CC1	-0.1	-1	-1.3	6[fluorescence artefact?]	-11	-0.5	-1	27	1.6
N#C/C(=C\c1c(Cl)cccc1Cl)c1nn(-c2ccccc2)c(-n2cccc2)c1C#N	-11	-7	-1.1	-2	-12	1.0	15	-1	0.2
COc1cccc(/C=N/c2oc(-c3ccccc3)cc2C#N)c1O	-6.4	-13	.	-2	-17	0.6	3	-251	0.7
O=C1/C(=C/c2cccs2)CCC1C1CCCC1 (stereo unspecified)	3.1	-1	-0.93	2	-3	0.6	-24	-26	10
Cc1cc(C(C)(C)C)ccc1NC(=O)CC(C)(C)CC(=O)O	2.4	-22	0.84	-4	-3	0.9	-26	6	0.7
COC(=O)c1sccc1NC(=O)CSc1ccccc1N	-0.7	7	-0.95	3	-18	0.0	26	28	-0.8
c1ccc(C(c2ccccc2)N2CCN(C(c3ccccn3)c3nnnn3C3CCCC3)CC2)cc1 (stereo unspecified)	0.4	-12	2.3	2	-14	-0.2	-12	-9	-0.4
CC[N+](CC)(CC)C/C=C/CN1CCCCC1	1.7	-11	-1.5	-1	-7	1.2	4	-16	0.8
CCO/C=C1/C(=O)N(CC)c2ccccc21	0.1	-17	.	-3[fluorescence artefact?]	-8	0.3	.	-4	0.1
COc1cccc(Nc2ncccc2C(=O)NCc2ccccc2)c1	-2.6	68*	-0.56	-3	-10	0.1	-14	8	-0.1
CCOC(=O)c1c(NC(=O)c2csc(C)c2)sc(C(C)=O)c1C	-1.1	.	1	.	.	0.4	.	.	-0.2
C=C1c2ccccc2NC(=O)N1c1ccc(OC)cc1	0.4	-20	-0.065	1	-2	0.4	2	-20	5.9
O=C(NNS(=O)(=O)c1ccc(CCCl)cc1)C(O)(c1ccccc1)c1ccccc1	1.8	-10	0.38	-1[fluorescence artefact?]	-2	0.2	1	16	1.2
CCCCNC(=O)c1nc2ncc(Br)cn2n1	-1.3	-7	-0.57	0	-2	0.4	-8	-19	-0.1
CCn1nnc(-c2ccccc2NC(=O)c2cc(OC)c(OC)c(OC)c2)n1	-3.6	-3	0.6	-4	-9	0.0	2	-35	1.8
CCCCCCC1CC(CSC(=N)N)OC1=O (stereo unspecified)	-2.6	-1	.	-1	-12	-1.4	3	16	1.6

As a short view, some entries already given:
SMILES	TNF death inh	EBV gp42 inh	Cl transport mod	eIF4E-4G inh	MDM2 E3 inh	PERK inh	Rad51 HR inh	m-calpain inh	zVAD death inh
O=C(c1ccccc1)[C@H]1[C@H](c2ccccc2)[C@@]2(N=C(c3ccccc3)OC2=O)C2c3ccccc3C=NN21 (stereo partly specified)	-1.3	-49	0.0096	-6	-13	-0.3	-2	-214	0.3
Cc1cccc(C)c1NS(=O)(=O)c1ccc(NC(=O)c2ccc(Cl)c([N+](=O)[O-])c2)cc1	-0.6	-3	-0.21	2	.	0.3	12	23	1.2
Cc1cccc2cc(C#N)c(NCCNC(=O)COc3ccccc3)nc12	0.7	1	-0.88	-3	1	0.6	7	-62	21
COc1cccc(C(C(=O)NC2CCCCC2)N(C(=O)Cc2cccs2)c2ccc(-n3cnnn3)c(OC)c2)c1 (stereo unspecified)	-4.4	-9	0.45	-10	14	0.7	-9	-23	-0.1
O=C(c1ccc(-c2ccccc2)cc1)N1CCN(c2ncccn2)CC1	-0.1	-1	-1.3	6[fluorescence artefact?]	-11	-0.5	-1	27	1.6
N#C/C(=C\c1c(Cl)cccc1Cl)c1nn(-c2ccccc2)c(-n2cccc2)c1C#N	-11	-7	-1.1	-2	-12	1.0	15	-1	0.2
COc1cccc(/C=N/c2oc(-c3ccccc3)cc2C#N)c1O	-6.4	-13	.	-2	-17	0.6	3	-251	0.7
O=C1/C(=C/c2cccs2)CCC1C1CCCC1 (stereo unspecified)	3.1	-1	-0.93	2	-3	0.6	-24	-26	10
Cc1cc(C(C)(C)C)ccc1NC(=O)CC(C)(C)CC(=O)O	2.4	-22	0.84	-4	-3	0.9	-26	6	0.7
COC(=O)c1sccc1NC(=O)CSc1ccccc1N	-0.7	7	-0.95	3	-18	0.0	26	28	-0.8
c1ccc(C(c2ccccc2)N2CCN(C(c3ccccn3)c3nnnn3C3CCCC3)CC2)cc1 (stereo unspecified)	0.4	-12	2.3	2	-14	-0.2	-12	-9	-0.4
CC[N+](CC)(CC)C/C=C/CN1CCCCC1	1.7	-11	-1.5	-1	-7	1.2	4	-16	0.8
CCO/C=C1/C(=O)N(CC)c2ccccc21	0.1	-17	.	-3[fluorescence artefact?]	-8	0.3	.	-4	0.1
COc1cccc(Nc2ncccc2C(=O)NCc2ccccc2)c1	-2.6	68*	-0.56	-3	-10	0.1	-14	8	-0.1
CCOC(=O)c1c(NC(=O)c2csc(C)c2)sc(C(C)=O)c1C	-1.1	.	1	.	.	0.4	.	.	-0.2
C=C1c2ccccc2NC(=O)N1c1ccc(OC)cc1	0.4	-20	-0.065	1	-2	0.4	2	-20	5.9
O=C(NNS(=O)(=O)c1ccc(CCCl)cc1)C(O)(c1ccccc1)c1ccccc1	1.8	-10	0.38	-1[fluorescence artefact?]	-2	0.2	1	16	1.2

Following part.
SMILES	TNF death inh	EBV gp42 inh	Cl transport mod	eIF4E-4G inh	MDM2 E3 inh	PERK inh	Rad51 HR inh	m-calpain inh	zVAD death inh
Cc1ccc(S(=O)(=O)Nc2cccc3ncccc23)s1	-5.1	-5	52*	-4	-27	-1.4	-3	-48	75*
Cc1ccc(/C=N/NC(=O)c2ccc3nc[nH]c3c2)s1	-2.6	-3	0.9	0	-8	1.5	6	31	2.3
O=C(COc1ccc2ccccc2c1)NCC(=O)N/N=C/c1ccco1	0.4	-24	-1.4	-2[fluorescence artefact?]	23	-0.8	-1	-5	-0.1
Cc1cc(Cl)ccc1OCC(=O)N/N=C1\CC2C=CCC12 (stereo unspecified)	1.7	-4	-1	12	5	0.8	2	8	0.7
